High-throughput results from PubChem BioAssay.
DRD3 antagonist = qHTS of D3 Dopamine Receptor Antagonist: qHTS; D(3) dopamine receptor (Homo sapiens), P35462; D3R cells, DiscoveRx beta-arrestin luminescence, antagonist mode; stronger effect = lower value; max response, negative = inhibition, %; 2.5% of 360,000 active; AID 652054, 2013; in the data active means max response below about -50%; inconclusive means no clear call, values can overlap the other calls; further: on the % scale 0 is the no-effect control and ±100 the full control effect; mostly tested at two doses, the higher about 12 µM
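Cells expressing the human receptor were seeded at 1500 cells/well, incubated overnight at 37 degrees C in 5% CO2, then exposed to library compounds with dopamine controls for 90 minutes at 37 degrees C before luminescent detection.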
GLP-1R agonist = qHTS of GLP-1 Receptor Agonists; AID 624172, 2012; Potency, µM (titrated, usually from 45.6 µM), for inactives: top-dose activation, hits mostly activators; 0.007% of 380,000 active; HEK293 GLP-1R CRE-luciferase, luminescence, 4-6 h; cells express a hypersensitive GLP-1R form; further: potency means the concentration at half of the fitted maximal effect; % of control where 0% means no effect
Target sequence (P43220 whole entry, looked up): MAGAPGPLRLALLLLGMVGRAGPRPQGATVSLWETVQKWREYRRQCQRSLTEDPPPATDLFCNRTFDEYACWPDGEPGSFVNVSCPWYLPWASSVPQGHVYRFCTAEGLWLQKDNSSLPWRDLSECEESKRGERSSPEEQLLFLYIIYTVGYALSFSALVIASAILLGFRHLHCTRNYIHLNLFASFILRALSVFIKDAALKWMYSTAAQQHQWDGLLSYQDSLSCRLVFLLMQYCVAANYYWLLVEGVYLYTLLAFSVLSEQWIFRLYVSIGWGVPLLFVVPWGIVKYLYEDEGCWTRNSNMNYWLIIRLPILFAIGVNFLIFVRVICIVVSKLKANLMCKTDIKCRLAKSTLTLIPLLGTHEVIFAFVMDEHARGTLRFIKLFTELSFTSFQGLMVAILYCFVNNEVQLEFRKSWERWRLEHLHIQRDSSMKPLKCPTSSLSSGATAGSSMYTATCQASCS
PI5P4Ka inh = qHTS for Inhibitors of phosphatidylinositol 5-phosphate 4-kinase (PI5P4K) | Phosphatidylinositol 5-phosphate 4-kinase type-2 alpha (Homo sapiens), P48426 | PI5P4Kalpha enzyme, ADP-Glo luminescence, 60 min; stronger effect = lower value | max response, % | 1.2% of 330,000 active | AID 652105, 2013; active means max response of -50% or lower; inconclusive means between -30% and -50%; inactive means -30% or higher; further: value at the top dose of about 77 µM; on the % scale 0 is the no-effect control and ±100 the full control effect
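Single end-point luminescence (ADP-Glo) quantified ADP from PI5P4Kalpha turnover; ATP 5 microM final, 1 h at RT, 0.1% CHAPS and 0.28 mM EGTA in HEPES pH 7.4.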
GLP1R cytotox = qHTS of GLP-1 Receptor Inverse Agonists: Cytotox Screen; Potency, µM (series often up to 38.3 µM), inactives show at the highest dose activity change, negative = inhibition, most hits filed as inhibitors; 0.13% of 410,000 active; HEK293 cAMP-luciferase reporter cells, luminescence, 24 h;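 further: loss of luciferase light is scored as toxicity; potency means the concentration at half of the fitted maximal effect; on the % scale 0 is the no-effect control and ±100 the full control effect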
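A 23 nL compound transfer followed 12 hours of cell culture at 37 deg C; exposure then lasted 24 hr. Luciferase assay detection reagent was dispensed and plates read for luminescence after a 12 min room-temperature wait.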
PLK1 PBD inh = qHTS for Inhibitors of PLK1-PDB (polo-like kinase 1 - polo-box domain): Primary Screen. Plk1 PBD binding of FITC phosphopeptide, fluorescence polarization. Potency, µM, inactives show max response, negative = inhibition, actives largely listed as inhibitors. 2.8% of 360,000 active. AID 720504, 2013; further: potency means the concentration at half of the fitted maximal effect; series mostly up to about 57 µM; on the % scale 0 is the no-effect control and ±100 the full control effect; nearly all actives have a fitted effect of over 65% in size
Target sequence (P53350 whole entry, looked up, the tested form may be a part): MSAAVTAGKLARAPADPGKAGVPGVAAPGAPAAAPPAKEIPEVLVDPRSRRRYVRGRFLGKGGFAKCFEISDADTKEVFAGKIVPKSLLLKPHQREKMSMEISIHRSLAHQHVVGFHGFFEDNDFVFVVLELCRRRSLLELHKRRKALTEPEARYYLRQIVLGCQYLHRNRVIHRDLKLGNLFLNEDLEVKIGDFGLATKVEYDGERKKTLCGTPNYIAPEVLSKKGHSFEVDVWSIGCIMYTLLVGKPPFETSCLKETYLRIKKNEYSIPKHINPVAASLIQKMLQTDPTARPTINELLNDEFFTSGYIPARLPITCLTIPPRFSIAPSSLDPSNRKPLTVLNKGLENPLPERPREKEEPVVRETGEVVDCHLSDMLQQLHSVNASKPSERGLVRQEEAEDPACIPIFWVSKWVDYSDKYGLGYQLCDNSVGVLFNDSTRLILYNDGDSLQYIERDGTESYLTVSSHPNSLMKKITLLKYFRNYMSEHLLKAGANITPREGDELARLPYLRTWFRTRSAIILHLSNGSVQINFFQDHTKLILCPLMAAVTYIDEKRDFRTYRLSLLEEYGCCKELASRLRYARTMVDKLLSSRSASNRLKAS
IL2 activator = qHTS of IL-2 Activators; IL-2 activation reporter assay, cell-based qHTS; stimulated with anti-CD3/CD4/CD28 beads; in transgenic mouse T cells; activation, % (series mostly up to about 46 µM); 0.065% of 360,000 active; in the data active means activation above about 50%; inconclusive means mostly about 30% to 49%; further: 0% is about no effect
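Readout is EGFP and DsRed signal by fluorescent plate cytometry after 18 h at 37 degrees C. Transgenic mouse T cells (750/well) received compound for 60 min before bead stimulation (anti-CD3, anti-CD4, anti-CD28); memory T cells served as non-tolerant control.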
GLP1R inv ag = qHTS of GLP-1 Receptor Inverse Agonists (Inhibition Mode); Glucagon-like peptide 1 receptor (Homo sapiens), P43220; HEK293 GLP-1R CRE-luciferase, luminescence, 24 h; GLP-1R form is constitutively active; Potency, µM (titrated, usually from 38.3 µM), inactives show at the top dose activity change, negative = inhibition, actives largely listed as inhibitors; 1.6% of 410,000 active; AID 624417, 2012; further: potency means the concentration at half of the fitted maximal effect; on the % scale 0 is the no-effect control and ±100 the full control effect; nearly all actives have a fitted effect of over 55% in size
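Assay principle: reduced luminescence from a cAMP-responsive reporter in HEK293 cells co-expressing a constitutively active GLP-1R. Conditions: 24 hr compound incubation, 37 deg C, 5% CO2.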
WRN helicase inh = qHTS for Inhibitors of WRN Helicase. Bifunctional 3'-5' exonuclease/ATP-dependent helicase WRN (Homo sapiens), Q14191. WRN helicase unwinding, fluorescent forked duplex, kinetic. Potency, µM (doses to about 114 µM), for inactives: at the top dose activity change, negative = inhibition, actives largely listed as inhibitors. 0.46% of 360,000 active; further: potency means the concentration at half of the fitted maximal effect; on the % scale 0 is the no-effect control and ±100 the full control effect; nearly all actives have a fitted effect of over 55% in size
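Kinetic fluorescence helicase assay: unwinding of a quenched forked DNA duplex (100 nM final) with 2 mM ATP final raises red fluorescence (525/598 nm). Compounds sat 15 min at room temperature with 20 nM WRN beforehand.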
DRD3 agonist = qHTS of D3 Dopamine Receptor Agonist: qHTS | D(3) dopamine receptor (Homo sapiens), P35462 | D3R DiscoveRx beta-arrestin cells, luminescence, 90 min | max activation, % | 0.58% of 410,000 active | AID 652048, 2013; in the data active means max activation above about 30%; further: 0% is about no effect; mostly tested at two doses, the higher about 12 µM
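Agonist mode: compounds and dopamine controls were applied to plated cells for 90 min at 37 degrees C after an overnight attachment at 1500 cells/well. Luminescent read-out followed 30 - 60 minutes at room temperature with DiscoveRx detection reagent.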
Numbers without * were called inactive; ? = inconclusive; / = not tested or not shown; & = joins results of further samples; [ ] = dose if it differs, or a comment. Unless noted, the call rests on the fitted dose curve; in most records, active means well fitted curve in the direction sought with a large enough effect; inconclusive means small, poorly fitted or top-dose-only effect, or another doubt; inactive means no such curve, though single readings can be large; an effect the other way counts as inactive or inconclusive.

canonical_smiles	DRD3 antagonist	GLP1R inv ag	IL2 activator	GLP1R cytotox	GLP-1R agonist	PI5P4Ka inh	DRD3 agonist	WRN helicase inh	PLK1 PBD inh
COCCNC(=O)CSc1nnc(-c2ccccc2)c(-c2ccccc2)n1	-4	7%	0.5	-6%	-2%	-5	0	0%	3%
COc1ccc(CCNC(=S)NCCc2ccc(OC)c(OC)c2)cc1OC	0&6	-5%&-8%	-3.7&0.0	?	-1%&7%	-4&-1	0&10	13%&0%	-7%
O=c1cc(O)c(-c2ccc(Cl)c(Cl)c2)c(Cl)[nH]1	-2	38%[activator]	-1.1	0%	5%	?	-4	-15%	?
Cc1cn(CCC(=O)Nc2ccccc2N2CCOCC2)c2ccccc12	-9	-18%	2.0	-4%	3%	1	4	0%	5%
COCCCn1c(-c2ccco2)nc2ccccc2c1=O	0	27%	7.6	-16%	6%	0	-3	8%	-8%
CCOC(=O)C1(Cc2ccccc2C(F)(F)F)CCN(Cc2ccc(COC)o2)CC1	-17	?	-4.0	5%	11%	14	-12	-5%	0%
O=C(COC(=O)c1ccccc1[N+](=O)[O-])Nc1nnc(-c2ccccc2)o1	-12	42%	-0.1	0%	-3%	-9	-9	-23%	7%
CCOC(=O)c1sc(NC(=O)CCCCCN2C(=O)c3cccc4cccc(c34)C2=O)nc1C	2	0%	-1.2	9%	-8%	/	7	-3%	-1%
Cc1c(Cl)cccc1NC(=O)NCc1cccnc1	-1	3%	0.0	1%	5%	3	-1	1%	1%
CC(=O)Nc1cccc2c1C(=O)NC2=O	-3	0%	-2.0	-12%	-15%	0	-2	3%	1%

(continued)
canonical_smiles	DRD3 antagonist	GLP1R inv ag	IL2 activator	GLP1R cytotox	GLP-1R agonist	PI5P4Ka inh	DRD3 agonist	WRN helicase inh	PLK1 PBD inh
COc1cc(CNC(=O)c2cc(-c3cc(F)ccc3OC(C)C)n[nH]2)cc(OC)c1	-23	?	-0.4	2%	8%	-12	-8	-4%	-2%
O=C1C=C(c2ccccc2)C[C@H](c2cccs2)[C@H]1n1nnc([N+](=O)[O-])n1	-18	?	-0.9	?	-15%	?	5	-4%	?
NC(=O)N(N)c1nc(N2CCCC2)nc(N2CCCC2)n1	12	11%	0.0	-13%	7%	0	2	3%	-6%
COc1ccc(Oc2ncc(CN3CCN(c4ccccc4)CC3)s2)cc1	0	?	-1.2	8%	4%	1	35*	-5%	4%
Cc1cc2nc(-c3ccc(NC(=O)c4cccnc4)cc3)oc2cc1C	68	-11%	-0.1	-27%	-13%	-8	33*	-2%	-5%
CCOCCOc1cccc(C(=O)NC(c2ccccc2)c2ccccc2)c1	22	21%	0.4	3%	-1%	6	3	7%	1%
Cc1cccc(OCC(O)CN2CCOCC2)c1 (configuration not stated)	-1	16%	-1.7	-14%	-4%	4	-3	4%	3%
OCC1(CO)CC2(C1)CC(CO)(CO)C2	9	9%	0.3	2%	-6%	10	3	-9%	-2%
CCCCc1cc(=O)oc2cc(C)cc(OC(C)C(=O)NCc3ccncc3)c12 (configuration not stated)	27	32%[activator]	-2.8	-2%	2%	-3	12	0%	5%
O=C(OCc1nnc(-c2ccccc2)o1)c1ccc2c(c1)C(=O)N(CCc1ccccc1)C2=O	13	6%	0.3	-9%	-11%	-1	-2	0%	0%

The list goes on:
canonical_smiles	DRD3 antagonist	GLP1R inv ag	IL2 activator	GLP1R cytotox	GLP-1R agonist	PI5P4Ka inh	DRD3 agonist	WRN helicase inh	PLK1 PBD inh
O=C(NCc1cccnc1)C1CCN(S(=O)(=O)N2CCOCC2)CC1	18	1%	-0.9	21%	4%	/	-5	-9%	1%
O=C(O)c1ccc(N2C(=O)c3cccc4c(C(=O)O)ccc(c34)C2=O)cc1	?	12%	-0.3	19%	-2%	?	-2	50µM*	0%
COc1cccc(NC(=O)CCN2C(=O)c3ccccc3Sc3ncccc32)c1	7	2%&8%	-1.1	0%&7%	-1%&0%	-2	2&-9	9%	-14%
C=C(C)CSc1nc2c(cc1C#N)CCC2	-7	-1%	-2.0	-3%	8%	3	0	-5%	-6%
COc1ccccc1Nc1c2c(nc3ccc(N)cc13)CCCC2	8	6%	1.4	-26%	2%	1	-13	-7%	-8%
O=C(Nc1ccc(S(=O)(=O)Nc2nccs2)cc1)c1cccc(S(=O)(=O)N2CCOCC2)c1	6	-26%	-0.5	1%	-1%	-13	4	-5%	-20%
Nc1nonc1-n1nnc(C(=O)N/N=C/c2cccnc2)c1-c1ccccc1	4	4%	11	-7%	5%	-2	11	3%	4%
CC(C)[C@H]1C=C(C(=O)O)O[C@@H](OCCCCO)C1	3	4%	0.0	-3%	-4%	-9	8	2%	-9%
O=C(COc1ccc(Cl)cc1Cl)Nc1ccccc1F	?	14%	-3.8	6%	12%	3	-20	-6%	-12%
COCCn1cnnc1SCC(=O)Nc1ccccc1C(=O)Nc1ccc2c(c1)OCO2	8	5%	-1.3	-3%	-1%	/	1	-1%	0%

Following part:
canonical_smiles	DRD3 antagonist	GLP1R inv ag	IL2 activator	GLP1R cytotox	GLP-1R agonist	PI5P4Ka inh	DRD3 agonist	WRN helicase inh	PLK1 PBD inh
CCOc1ccc(NC(=O)CC2C(=O)N(C)C(=S)N2CCCc2ccccc2)cc1 (configuration not stated)	0	-14%	-2.1	5%	-6%	-2	1	-19%	-3%
COc1cccc2sc(N(CCCN(C)C)C(=O)CCS(=O)(=O)c3ccccc3)nc12	?	?	-1.2	?	-8%	-1	-7	-2%	11µM*
CC(C)C[C@@H]1NC(=O)N(CCCn2ccnc2)C1=O	1	8%	0.3	5%	7%	0	1	-2%	-1%
CS(=O)(=O)c1ccc2nc(NC(=O)Nc3ccc(Cl)c(Cl)c3)sc2c1	24	-37%	-0.8	-8%	1%	-21	55*	-4%	-11%
C=CCn1c(SCC(=O)c2ccc(Cl)cc2)nnc1-c1ccc2c(c1)OCO2	7	?	-3.1	-7%	9%	-10	3	-8%[57.1 µM]	-1%
O=C(Nc1ccccc1-c1nc2ccccc2[nH]1)c1ccc(N2C(=O)CCC2=O)cc1	45	?	111*	-29%	11%	-7	7	0%	12%
COc1ccccc1CNC(=O)N1CCN(c2ccccc2Cl)CC1	14	?	-2.2	-14%	15%	0	10	3%	0%
O=C(CSc1nnc(-c2ccccc2F)n1C1CC1)Nc1ccc2[nH]c(=O)[nH]c2c1	0	8%	-0.8	3%	-4%	-22	4	-18%	-11%
COCCn1c(Cc2cccn2C)nnc1SCC(=O)NCc1ccc2c(c1)OCO2	-6	11%	-2.9	6%	-6%	-1	-3	3%	-7%
CC(C)CCN1CC(C(=O)NCc2ccccc2)CC1=O (configuration not stated)	-8	17%	-3.0	2%	-1%	/	-5	-4%	-9%

(cont.)
canonical_smiles	DRD3 antagonist	GLP1R inv ag	IL2 activator	GLP1R cytotox	GLP-1R agonist	PI5P4Ka inh	DRD3 agonist	WRN helicase inh	PLK1 PBD inh
COC(=O)CSc1nnc(CNS(=O)(=O)c2ccc(C)cc2)n1C	10	9%	-2.4	1%	-5%	2	-1	4%	-1%
COc1ccc(C)cc1NC(=O)c1ccc(S(=O)(=O)N2CCCCC2)cc1	1	?	-0.3	-10%	20%	-7	8	-7%	-6%
COc1ccc(C(=O)NC(=S)Nc2ccc3[nH]c(=O)[nH]c3c2)c(OC)c1	-12	15%	-2.2	27%	-1%	-4	-3	16%	-2%
O=[N+]([O-])c1ccccc1S(=O)c1ccccc1[N+](=O)[O-]	14	?	-0.2	?	0%	4	2	4%[57.1 µM]	2%
CCCn1c(=O)c2c(nc3n2CCCN3CCc2ccc(OC)c(OC)c2)n(C)c1=O	25	5%	0.3	-19%	17%	-2	2	6%	-3%
Cc1c(Cl)c(C(=O)NNC(=S)Nc2ccc(F)cc2)nn1C	-4	12%	1.4	-12%	8%	2	5	1%	-7%
CN1CCN(/N=C/c2ccc(C#N)cc2)CC1	-23	-21%[7.66 µM]	0.4	-1%[7.66 µM]	9%	-7	-4	1%	-10%
Cc1ccc(NC(=O)CSCC(=O)N(C)CC(=O)Nc2cccc(F)c2)cc1	-1	-8%	0.6	7%	4%	-2	2	0%	-2%
CC(C)(C)OC(=O)CN1C(=O)C(Sc2n[nH]c(-c3ccccc3)n2)CCc2ccccc21 (configuration not stated)	9	7%	0.8	10%	-11%	/	10	8%	-2%
Cc1cc(C)cc(N2C(=O)CSC23C(=O)N(CC(=O)NC2CCCCC2)c2ccccc23)c1 (configuration not stated)	/	-7%	/	6%	-3%	/	-4	/	/
CC1CCCN(C(C(=O)Nc2ccc3c(c2)OCCO3)c2ccccc2)C1 (configuration not stated)	-10	?	1.5	-19%	4%	1	0	-8%	2%
CCOC(=O)C1CCN(c2c(Nc3ccc4c(c3)OCCO4)c(=O)c2=O)CC1	-12	?	-2.8	-12%	-3%	3	-3	0%	-13%

Record cards, as listed above:
Cc1ccc(NC(=O)CSCC(=O)N(C)CC(=O)Nc2cccc(F)c2)cc1 across the screens: DRD3 antagonist: -1; GLP1R inv ag: -8%; IL2 activator: 0.6; GLP1R cytotox: 7%; GLP-1R agonist: 4%; PI5P4Ka inh: -2; DRD3 agonist: 2; WRN helicase inh: 0%; PLK1 PBD inh: -2%
O=C(O)c1ccc(N2C(=O)c3cccc4c(C(=O)O)ccc(c34)C2=O)cc1 across the screens: DRD3 antagonist: ?; GLP1R inv ag: 12%; IL2 activator: -0.3; GLP1R cytotox: 19%; GLP-1R agonist: -2%; PI5P4Ka inh: ?; DRD3 agonist: -2; WRN helicase inh: 50µM*; PLK1 PBD inh: 0%
